Pf growth 96h = Primary qHTS for delayed death inhibitors of the malarial parasite plastid, 96 hour incubation. 320,000 compounds, 6.9% hits. P. falciparum luciferase reporter growth, 96 h. Potency, µM (titrated, usually from 28.7 µM), inactives show at the highest dose activity change, negative = inhibition, most hits filed as inhibitors. AID 504834, 2011; further: potency means the concentration at half of the fitted maximal effect; on the % scale 0 is the no-effect control and ±100 the full control effect
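Plates of compound plus infected erythrocytes (2% hematocrit, 0.05% parasitemia final) incubate 96 hours, 37 C, 5% CO2. Detection reagent added; reduced luminescence from the parasites' luciferase reporter flags inhibition.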
CHX counter = Cycloheximide Counterscreen for Small Molecule Inhibitors of Shiga Toxin. cell reporter, cycloheximide protein synthesis inhibition counterscreen. max response, %. 300,000 compounds, 12% hits. AID 2314, 2010; in the data active means max response mostly above about 13%, no sharp cut-off; inactive means mostly below about 14%; further: read at 38.3 µM for the half of the compounds with a filed dose; 0% is about no effect
Tb PYK inh = qHTS of Trypanosoma Brucei Inhibitors | TbPYK enzyme, Kinase-Glo Plus ATP luminescence, 45 min | AID 624173, 2012 | pyruvate kinase (Trypanosoma brucei), Q57TT1 | Potency, µM (titrated, usually from 76.8 µM), inactives show at the top dose activity, negative = inhibition, actives largely listed as inhibitors | 410,000 compounds, 0.12% hits; further: potency means the concentration at half of the fitted maximal effect; on the % scale 0 is the no-effect control and ±100 the full control effect; nearly all actives have a fitted effect of over 50% in size
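T. brucei PYK with substrate was exposed to pin-transferred compounds across a concentration series, then started with 130 uM ADP (final). After 45 min at room temperature, Kinase-Glo Plus luminescence was read, normalized and curve-fitted.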
Pf growth 48h = Primary qHTS for delayed death inhibitors of the malarial parasite plastid, 48 hour incubation; Potency, µM (doses to about 28.7 µM), inactives show at the highest dose activity change, negative = inhibition, hits mostly inhibitors; P. falciparum luciferase growth in erythrocytes, 48 h; 310,000 compounds, 5.9% hits; further: potency means the concentration at half of the fitted maximal effect; on the % scale 0 is the no-effect control and ±100 the full control effect
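Firefly luciferase activity from engineered P. falciparum reports growth; inhibitors lower the luminescent signal. Cultures contained 2% hematocrit erythrocytes at 0.1% final parasitemia.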
AMA1-RON2 inh = qHTS for Inhibitors of AMA1-RON; Towards Development of Antimalarial Drug Lead: Primary Screen; 360,000 compounds, 0.2% hits; Plasmodium falciparum AMA1 (3D7) - RON2 peptide interaction; AID 720542, 2013; Potency, µM (series often up to 58.2 µM), inactives show at the top dose activity change, negative = inhibition, usual class: inhibitors; AlphaScreen AMA1-biotinylated RON2 peptide binding;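 further: potency means the concentration at half of the fitted maximal effect; 0% = vehicle wells and -100% = peptide control; nearly all actives have a fitted effect of over 45% in size; some results filed as inactive show a strong effect at the top dose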
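AMA1 (3D7) with his tag at 25 nM final met compounds first, then biotinylated RON2 peptide at 25 nM; detection used donor plus acceptor beads, 10 µg/mL apiece, read by AlphaScreen after 30 min at room temperature.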
LmPK inhibitor = qHTS Assay for Inhibitors of Leishmania Mexicana Pyruvate Kinase (LmPK). purified LmPK, Kinase-Glo ATP luminescence, 1 h. AID 1721, 2009. 290,000 compounds, 0.37% hits. Potency, µM (top dose mostly 57.5 µM), for the others: at the highest dose activity change, negative = inhibition, most hits filed as inhibitors; further: potency means the concentration at half of the fitted maximal effect; on the % scale 0 is the no-effect control and ±100 the full control effect
Target sequence (Q27686 whole entry, looked up): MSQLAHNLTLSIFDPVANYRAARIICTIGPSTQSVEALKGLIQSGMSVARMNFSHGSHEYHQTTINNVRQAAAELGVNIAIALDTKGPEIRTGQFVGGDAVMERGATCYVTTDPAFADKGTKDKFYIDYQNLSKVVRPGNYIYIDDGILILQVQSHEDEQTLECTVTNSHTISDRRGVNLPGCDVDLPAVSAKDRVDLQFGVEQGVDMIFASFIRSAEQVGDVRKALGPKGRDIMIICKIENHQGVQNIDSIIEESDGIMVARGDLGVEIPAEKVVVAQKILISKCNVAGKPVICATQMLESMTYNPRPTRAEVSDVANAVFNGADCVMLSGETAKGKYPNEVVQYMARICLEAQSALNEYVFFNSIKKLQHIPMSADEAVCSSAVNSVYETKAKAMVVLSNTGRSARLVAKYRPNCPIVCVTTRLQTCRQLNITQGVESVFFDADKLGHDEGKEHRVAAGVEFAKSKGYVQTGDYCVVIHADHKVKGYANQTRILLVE
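ATP generated from ADP (0.1 mM) and PEP (0.5 mM) by 0.1 nM LmPK over 1 h at room temperature (pH 7.2 imidazole buffer) was detected by coupled luciferase luminescence. Values were normalized to uninhibited and no-enzyme wells.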
Shiga toxin inh = A qHTS for Small Molecule Inhibitors of Shiga Toxin; Vero cells, Shiga toxin protein synthesis inhibition reporter; inhibition, % at 38.7 µM; 290,000 compounds, 9.2% hits; AID 2315, 2010; in the data active means inhibition mostly above about 28%, no sharp cut-off; inactive means mostly below about 43%; further: 0% is about no effect
* marks the source's active call; other numbers are inactive results; i = inactive; ? = inconclusive; · = not tested or not shown; & = joins results of further samples; [ ] = remark or other dose. Unless noted, the call rests on the fitted dose curve; in most records, active means well fitted curve in the direction sought with a large enough effect; inconclusive means small, poorly fitted or top-dose-only effect, or another doubt; inactive means no such curve, though single readings can be large; an effect the other way counts as inactive or inconclusive.

SMILES	Pf growth 96h	CHX counter	Tb PYK inh	Pf growth 48h	AMA1-RON2 inh	LmPK inhibitor	Shiga toxin inh
CCOC(=O)c1nnc(-c2ccccc2)nc1NCc1ccc(Cl)cc1	44%[activator]	-1	2%	-25%	-4%	2%	13
CCCC(=O)Nc1ccc2oc(-c3cncc(Br)c3)nc2c1	?	48*	0%	15%	-4%	-19%	58*
CCOC(=O)c1cnc(SCC(=O)Nc2cccc(OC)c2)nc1N	·	-6	10%	-7%	-24%	5%	-22
CN(C)c1ccc2c3c(ccc(N(C)C)c13)C(=O)OC2	-4%	14	1%	-8%	-3%	1%	-3
Cc1cc(C(=O)Nc2ccc3c(c2)OCO3)no1	24%	8	-8%	?	-7%	-6%	10
Cc1cc(C)c(C(=O)NC2CC(C)(C)Cc3c2cnn3-c2cccc(F)c2)[nH]1 (centres undefined)	?	-2	0%	?	16%	8%	-1
O=[N+]([O-])c1ccc2nc(N3CCCC3)sc2c1	173%[activator]	29*	-7%	14%[0.00184 µM]	0%	2%	68*
O=C(Nc1nc2ccccc2n1CCN1CCCCC1)c1ccco1	?	2	0%	3%	-7%	4%	19
COC(C[C@H]1O[C@H]1[C@H](O)[C@H](C)OCc1ccccc1)OC	60%[activator]	-6	-1%	49%[activator]	-1%	2%	-2
NC(=O)CC(NC(=O)Cc1ccc(Cl)cc1)c1ccc(NC2CC3CCC2C3)c([N+](=O)[O-])c1 (centres undefined)	-25%	-1	1%	-3%	-1%	0%	-5

The last 2 records of the section before come first, to join the parts.
SMILES	Pf growth 96h	CHX counter	Tb PYK inh	Pf growth 48h	AMA1-RON2 inh	LmPK inhibitor	Shiga toxin inh
COC(C[C@H]1O[C@H]1[C@H](O)[C@H](C)OCc1ccccc1)OC	60%[activator]	-6	-1%	49%[activator]	-1%	2%	-2
NC(=O)CC(NC(=O)Cc1ccc(Cl)cc1)c1ccc(NC2CC3CCC2C3)c([N+](=O)[O-])c1 (centres undefined)	-25%	-1	1%	-3%	-1%	0%	-5
CCN1CCN(c2ccc(NC(=O)c3ccc4c(c3)[nH]c(=O)n4Cc3ccc(OC)cc3)cc2)CC1	10µM*	-2	4%	?	?	-3%	-11
Cc1cc(NC(=O)CCCC(=O)N(CC(=O)NC2CCCCC2)c2ccccc2)no1	1%	-2	13%	-22%	-7%	3%	21
CCN1C(=O)c2cccc3c(N)ccc(c23)C1=O	-11%	7	-1%	23%	3%	0%	7
CS(=O)(=O)N(CC(N)=O)c1cccc(Br)c1	3.7µM*	-1	7%	7%	3%	-2%	-4
COc1cccc(Cn2c(=S)[nH]c3ccc(N4CCOCC4)cc3c2=O)c1	?	8	-3%	-26%	37%[activator]	4%	16
O=C(C1CCC(=O)N1Cc1cccnc1)N1CCN(c2ccc(F)cc2)CC1 (centres undefined)	40%[activator]	-1	4%	·	-7%	12%	-7
CCN(CC)S(=O)(=O)c1cccc(-c2nnc(SCC(=O)c3cc(C)n(C)c3C)o2)c1	-19%	-4	-6%	?	8%	3%	-4
CCCS(=O)(=O)NCCc1cc2c(OC)ccc(OC)c2[nH]c1=O	48%[activator]	-4	-5%	8%	0%	-8%	-11
CCC(=O)Nc1ccc(NC(=S)NC(=O)c2oc3ccccc3c2C)cc1	-22%	-3	-14%	-15%	-12%[11.6 µM]	0%	-7
CCOc1c(Cl)cc(CNc2ccc(S(N)(=O)=O)cc2)cc1OC	-55%	5	-9%	14%	-9%	3%	11
COc1cccc(OC)c1OCCCCN1CCCC1	?	-6	2%	77%[activator]	-3%	-5%	-2
CCC(C(=O)NC1CCCC1)N(Cc1ccco1)C(=O)CNS(=O)(=O)c1ccccc1 (centres undefined)	-23%	-6	-2%	-18%	-17%	-1%	3
COc1nnc(OC)c2ccccc12	0.47µM*	-4	-2%	-6%	4%	-6%	14
CSCCC(=O)N1CCCC(N2CCN(c3cccc(C(F)(F)F)c3)CC2)C1 (centres undefined)	-11%	-3	-6%	-9%	11%	0%	-2
CN1CCN(C(=O)c2ccc3c(c2)N(Cc2ccccc2F)C(=O)c2ccccc2S3=O)CC1 (centres undefined)	40%[activator]	-3	-2%	?	3%	3%	-5
Cc1nc2ccccc2n1CC(=O)c1ccc(O)c(O)c1	?	·	-4%	?	-5%	·	·
COc1ccc(C)cc1NS(=O)(=O)c1ccc2c(c1)oc(=O)n2C	-24%	-3	-20%	0%	11%	1%	·
O=C(Nc1ccccc1)c1ccc(Br)c(S(=O)(=O)Nc2ccccn2)c1	-21%	-1	0%	10%	6%	13%	-3
CCn1c(SCC(=O)c2cccs2)nnc1-c1ccco1	-10%	39*	-29%	39%[activator]	14%	-3%	87*
O=C(O)/C=C/C(O)c1ccc(Cl)cc1 (centres undefined)	1%&-29%	·	0%&-22%	?	-7%	·	·

An excerpt from above, reduced to AMA1-RON2 inh, Pf growth 96h and LmPK inhibitor.
Compound,AMA1-RON2 inh,Pf growth 96h,LmPK inhibitor
CCCS(=O)(=O)NCCc1cc2c(OC)ccc(OC)c2[nH]c1=O,0%,48%[activator],-8%
Cc1cc(C(=O)Nc2ccc3c(c2)OCO3)no1,-7%,24%,-6%
COC(C[C@H]1O[C@H]1[C@H](O)[C@H](C)OCc1ccccc1)OC,-1%,60%[activator],2%

(continued)
SMILES	Pf growth 96h	CHX counter	Tb PYK inh	Pf growth 48h	AMA1-RON2 inh	LmPK inhibitor	Shiga toxin inh
Cc1ccc(NC(=O)c2cc(-c3cccs3)on2)cc1	12%	38*	1%	145%[activator]	2%	3%	131*
COCCCNC(=S)NC1CC2CCCC(C1)N2Cc1ccco1 (centres undefined)	9%	-2	2%	15%	-10%	-6%	30
COc1cccc(-n2nc(C(C)=O)c(C#N)c2-c2ccco2)c1	0%	-4	-19%	-6%	0%	5%	1
O=C1CC[C@@]23CCCN2C(=O)CCCC3C1 (some centres undefined)	·	-4	4%	·	7%	·	i
Cc1ccc(CNC(=O)C(=O)NCCC2CCCCN2S(=O)(=O)c2cccs2)cc1 (centres undefined)	?	·	3%	?	7%	·	·
Cc1cnc(NC(=O)CSc2ncn(-c3ccccc3)n2)s1	?	4	-3%	-11%	-5%	0%	28
O=C(O)C1CCCCC1C(=O)OCCCCOC(=O)C1CCCCC1C(=O)O (centres undefined)	·	-6	2%	6%	30%[activator]	2%	-4
COc1cccc(NC(=O)CC(=O)c2ccc([N+](=O)[O-])cc2)c1	36%[activator]	51*	3%	-13%	2%	0%	71*
COc1ccccc1OCc1ccc(C(=O)N2N=C(C(F)F)CC2(O)C(F)F)o1 (centres undefined)	·	-2	8%	16%	46%[activator]	4%	-11
CC(C)(C)OCC1CO1 (centres undefined)	?	·	1%	21%	-3%	·	·
O=C(NC(=S)Nc1ccc(CN2CCOCC2)cc1)c1cccc([N+](=O)[O-])c1	23%	5	3%	16%	15%	-1%	7
CCOC(=O)CC1CCCCN1C(=O)CCCn1nnnc1CN1CCC(C)CC1 (centres undefined)	?	9	2%	?	-1%	-1%	7
C/C(=N\Nc1ccc(C(=O)O)cc1)c1nc2ccccc2n1C	?	6	·	210%[activator]	·	-6%	-1
OC(COc1c(Cl)cc(Cl)cc1Cl)CN1CCCCC1 (centres undefined)	?	-4	0%	?	1%	-2%	-5
C=CCOc1ccccc1CN1CCC(CO)(CCOc2ccccc2)CC1	16%	-3	-1%	?	-4%	-2%	-8
Cc1cccc(-c2ccc3ncnc(NCc4cccnc4)c3c2)c1	?	·	-5%	9.3µM*	·	·	·
COCCN1CCN(Cc2cn(C)nc2-c2cccc(Cl)c2)CC1	?	-3	5%	4%	2%	3%	-2
O=C(Nc1ccc2c(c1)C(=O)N(C1CCCCC1)C2=O)C1CCCO1 (centres undefined)	2%	9.6*	0%	9%	-9%	6%	17
CCc1ccc(C2CC(c3ccco3)=NN2S(C)(=O)=O)cc1 (centres undefined)	25%	45*	-12%	3%	-17%	13µM*	83*
CCOc1ccc(NC(=O)COc2ccc(C(=O)NCCc3ccccc3)cc2)cc1	17%	1	1%	-1%	6%	4%	-3
O=[N+]([O-])c1ccc(N2CCCC(C(F)(F)F)C2)c2ccncc12 (centres undefined)	?	-4	3%	13µM*	?	0%	28
Cn1ccnc1SC(=O)N1c2ccccc2Sc2ccccc21	·	-1	-12%	?	-1%	-13%	-15
CCCC1(C(=O)OCC)NC(c2ccc(OC)cc2OC)C2C(=O)N(c3ccc4c(c3)OCCO4)C(=O)C21 (centres undefined)	3%	-2	2%	?	12%	0%	-2
CCCCn1c(SCC(=O)N2CCC(C(=O)OCC)CC2)nc2cc(S(N)(=O)=O)ccc21	13µM*	1	-8%	13µM*	7%	5%	-2
COc1cccc(C2C([N+](=O)[O-])=C(N)Oc3cc(C)oc(=O)c32)c1 (centres undefined)	1%	-3	-5%	1%	10%	1%	-10
COCc1cc(C)nc(NC2CC(C)(C)NC(C)(C)C2)c1C#N	4%	-2	-1%	-8%	4%	5%	-4
C[C@@H]1CC=C[C@H]2[C@H]1C(=O)N(Cc1ccccc1)[C@H]2c1ccc2ccccc2c1Br	?	-4	-3%	10µM*	-9%	0%	7
CCC1(C(=O)c2ccc(C)cc2)C2c3ccccc3OC(=O)C21C(=O)O (centres undefined)	29%	-2	-8%	-15%	0%	1%	-3
O=C(NCCCn1ccnc1)C(=O)NCC1OCCN1S(=O)(=O)c1ccc(Cl)cc1 (centres undefined)	-26%	-3	-13%	4%	-15%	0%	-12
O=C(Nc1ccc2oc(-c3cccnc3)nc2c1)c1ccco1	-9%	36*	-3%	-26%	-13%	-1%	47
Cc1ccc(OCC(=O)NCc2cccnc2)cc1	44%[activator]	-2	3%	46%[activator]	2%	1%	32
CCOc1ccccc1NC(=O)C(c1ccccc1)N1CCN(C(=O)c2ccco2)CC1 (centres undefined)	?	·	0%	9.3µM*	-9%	·	·
COc1cc(NS(=O)(=O)c2ccc(NC(=O)COc3ccccc3C)cc2)nc(OC)n1	?	-1	-13%	·	-5%	13%	-3
FC(F)(F)c1cc(-c2ccc(Cl)cc2)nc(NCc2cccnc2)n1	·	-4	3%	3.7µM*	23%	-6%	-25
CN(C)S(=O)(=O)c1ccc(N2CCCC2)c(C(=O)Nc2ccc(N3CCOCC3)cc2)c1	?	2	0%	·	-12%	2%	10
N#Cc1cccnc1Nc1cccc(Cl)c1	0%	14	-5%	-7%	15%	1%	-15
Cc1nc2cc(-c3cccc(F)c3)nn2c(N2CCN(C(=O)c3ccco3)CC2)c1C	?	61*	4%	·	8%	3%	94*
NS(=O)(=O)c1ccc(CCNC(=S)Nc2ccc(S(N)(=O)=O)cc2)cc1	-7%	4	-26%	?	4%	1%	13
Cc1cccc(C(=O)NCCNC(=O)c2ccco2)c1	-2%	-3	3%	28%	21%	-3%	-3
